TDP1 inh – TDP1 (human) enzyme inhibition. Q9NUW8. recombinant TDP1, AlphaScreen DNA substrate cleavage. Potency, µM (top dose mostly 130 µM), for the others: top-dose activity change, negative = inhibition, usual class: inhibitors. actives 0.28% (n = 350,000); also: nearly all actives have a fitted effect of over 40% in size
Target sequence (Q9NUW8 whole entry, looked up): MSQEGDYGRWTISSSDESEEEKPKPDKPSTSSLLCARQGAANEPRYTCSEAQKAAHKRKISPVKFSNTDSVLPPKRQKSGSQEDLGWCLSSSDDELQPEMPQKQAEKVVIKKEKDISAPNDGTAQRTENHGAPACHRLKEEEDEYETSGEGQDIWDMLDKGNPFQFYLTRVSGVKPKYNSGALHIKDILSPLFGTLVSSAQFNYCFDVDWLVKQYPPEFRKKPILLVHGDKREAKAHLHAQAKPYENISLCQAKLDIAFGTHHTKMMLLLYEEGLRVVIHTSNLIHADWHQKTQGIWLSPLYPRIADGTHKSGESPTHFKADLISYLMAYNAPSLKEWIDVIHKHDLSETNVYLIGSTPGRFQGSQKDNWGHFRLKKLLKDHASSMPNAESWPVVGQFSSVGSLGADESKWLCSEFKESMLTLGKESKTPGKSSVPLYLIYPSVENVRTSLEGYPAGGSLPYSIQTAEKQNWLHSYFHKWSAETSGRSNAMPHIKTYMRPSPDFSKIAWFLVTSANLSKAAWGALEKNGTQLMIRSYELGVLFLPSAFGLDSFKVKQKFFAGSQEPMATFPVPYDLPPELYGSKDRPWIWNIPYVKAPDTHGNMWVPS
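Steps: enzyme plus compound, 15 min RT; add biotin/phosphotyrosine-FITC oligonucleotide (15 nM final), react 5 min; add donor/acceptor beads (10 ug/ml final), 10 min; read AlphaScreen. Tdp1 at 1 nM final.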
TDP1 cell CPT – growth inhibition of DT40 Tdp1-/-;hTDP1 cells with camptothecin (screen for TDP1 inhibitors) | actives 12% (n = 420,000) | chicken DT40 Tdp1-/-;hTDP1 cells + 20 nM CPT, ATP luminescence, 48 h | Potency, µM (series often up to 46.2 µM), without a hit: top-dose activity change, negative = growth inhibition, usual class: inhibitors | AID 686979; also: nearly all actives have a fitted effect of over 55% in size
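Chicken DT40 Tdp1-/- cells complemented with human TDP1, 400 cells/well, exposed to compounds plus 20 nM camptothecin for at least 48 h at 37 C; viability read as ATP content by CellTiter-Glo luminescence.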
TDP1 cell noCPT – qHTS for Inhibitors of human tyrosyl-DNA phosphodiesterase 1 (TDP1): qHTS in cells in absence of CPT | AID 686978, 2013 | actives 15% (n = 420,000) | Potency, µM (titrated, usually from 46.2 µM), for the others: top-dose activity change, negative = growth inhibition, most hits filed as inhibitors | DT40 Tdp1-/- hTDP1 cells, no CPT, ATP luminescence, 48 h; also: nearly all actives have a fitted effect of over 55% in size
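Compound effects on proliferation are scored in DT40 Tdp1-/-;hTDP1 cells in the absence of CPT. ATP levels (CellTiter-Glo luminescence) are recorded after a ≥48 hr, 37 °C incubation.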
* = called active by the depositor; u = inconclusive; x = no result given; & = joins results of further samples; [ ] = dose if it differs, or a comment. Calls follow the shape of the dose curve; as a rule, active = well fitted curve in the direction sought with a large enough effect; inconclusive = small, poorly fitted or top-dose-only effect, or another doubt; inactive = no such curve, though single readings can be large; an effect the other way counts as inactive or inconclusive. % is scaled to controls: 0 for no effect and ±100 for the full control effect; potency is read from the fitted curve at half-maximal effect. Rows were taken by chance; overall some 18% were active at least once.

SMILES | TDP1 inh | TDP1 cell CPT | TDP1 cell noCPT
O=C(COc1ccccc1)Nc1ccc(S(=O)(=O)N2CCCCCC2)cc1 | 0.0% | -18.0% | u
CC(C)CN1C(=O)C(=O)N(CC(=O)NC2CCCc3ccccc32)C1=O (stereo not drawn) | 2.7% | 6.1% | 15.8%
CCc1cn(C2CC(O)C(CO)O2)c(=O)[nH]c1=O (stereo not drawn) | 0.2% | u | -28.1%
O=C(c1ccccc1)N1N=C(c2ccccc2)CC1c1ccc2nccnc2c1 (stereo not drawn) | 5.3% | u | u
CCOC(=O)CNC(=O)CSc1nnc(-c2cccc(C)c2)n1-c1ccc(OC)cc1 | 1.9% | u | u
O=S(=O)(Nc1ccc(C(O)(C(F)(F)F)C(F)(F)F)cc1)c1cccc2cccnc12 | x | 16.4µM* | 23.1µM*
CCCCC(=O)NC(NC(=O)CCCC)c1ccc(OCC(C)C)c(OC)c1 | -7.9% | -1.4% | 4.9%
Cc1ccc(N/C=C(\C#N)S(=O)(=O)c2ccccc2)cc1 | 5.5% | -5.8% | -11.6%
Fc1ccc(Nc2ncnc3ccccc23)cc1 | x | u | -27.6%
O=C(NCCN1CCC(Cc2ccccc2)CC1)C1CCN(S(=O)(=O)N2CCC3(CC2)OCCO3)CC1 | 4.9% | 14.6µM* | 18.4µM*
CN=C1SC(CC(=O)Nc2sc(C)c(C)c2C(=O)OC)C(=O)N1C (stereo not drawn) | 1.0% | -25.8% | -24.7%
CC(=O)NC12CC3CC(C1)CC(C(=O)Nc1c(C)n(C)n(-c4ccccc4)c1=O)(C3)C2 | 3.7% | 5.8% | 13.1%
C[C@@]12C(=O)N(c3ccc(F)cc3)C(=O)N1[C@@H]1c3ccccc3OC[C@@H]1[C@H]2c1ccccc1 | x | u | u
CCOC(=O)Cc1cc(=O)[nH]n(-c2ccccc2)c1=O | x | 3.1% | 6.9%
COc1ccc(C(=O)n2nc(C)c(Br)c2C)cc1OC | x | -17.2% | -0.4%
Cc1ccccc1CSCC(=O)Nc1ccccc1Br | x | 0.4% | 18.9%
COc1ccc(C)cc1S(=O)(=O)N(C)CC(=O)NC1CCCC1 | 1.9% | 1.0% | -18.6%
Cc1ccc(NC(=O)CSc2nc(=O)n(CCCN3CCOCC3)c3c2CCCC3)cc1 | -4.8% | -19.1% | -19.6%
CCCCc1cc(=O)oc2cc(C)cc(OCC(=O)NCc3ccccn3)c12 | 2.2% | u | u
CCn1ccnc1CN(C)Cc1nc(-c2ccccc2)no1 | 2.6% | -13.8% | 0.2%
O=C(NCc1cccnc1)c1cc(C2CCCCN2S(=O)(=O)Cc2ccccc2)on1 (stereo not drawn) | x | -14.4% | -14.7%
CCOC(=O)CCC(=O)Nc1cc(S(=O)(=O)N2CCOCC2)ccc1N1CCCCC1 | -0.1% | 2.5% | 1.2%
FC(F)(F)Oc1ccc(NC(=S)NCCCN2CCOCC2)cc1 | 2.6% | -14.8% | -26.2%
CCN(CCO)Cc1csc2ccc(C(C)(C)C)cc12 | 5.3% | u | u
COc1ccc(NC(=O)Nc2nnc(CC(=O)Nc3ccccc3)s2)cc1 | 0.6% | -2.0% | 21.8%

Single values from the list:
TDP1 cell CPT with Cc1ccc(N/C=C(\C#N)S(=O)(=O)c2ccccc2)cc1 is entered as -5.8%
TDP1 inh with CN=C1SC(CC(=O)Nc2sc(C)c(C)c2C(=O)OC)C(=O)N1C (stereo not drawn) is entered as 1.0%

The list continues.
SMILES | TDP1 inh | TDP1 cell CPT | TDP1 cell noCPT
COc1cc(N)ccc1C(=O)O | 0.0% | 12.3% | 4.5%
C=CCOc1ccc2nc(NC(=O)OC)[nH]c2c1 | 3.6% | 0.651µM* | 0.82µM*
O=C(O)Cn1cc2c(n1)CCCCC2 | -3.9% | -3.6% | u
O=C(COC(=O)c1ccc(Br)o1)NCc1cccs1 | -1.5% | 4.1% | -0.8%
CCCn1c(C(CO)Nc2nc(C)cs2)nc2ccccc21 (stereo not drawn) | x | 4.8% | -15.6%
COC(=O)C[C@H]1C[C@@H]2c3cc(NC(=O)Nc4ccccc4)ccc3O[C@@H]2[C@@H](CO)O1 | x | -6.1% | -11.5%
Nc1nc2ncc(C(=O)c3cc(F)ccc3O)cc2s1 | 0.0% | u | u
CC(Oc1ccc(F)cc1)C(=O)Nc1cc(-c2ccc(F)c(F)c2)no1 (stereo not drawn) | -5.7% | u | -21.2%
C[N+]1(C)C2CCC1CC(OC(=O)C(O)c1ccccc1)C2 (stereo not drawn) | -9.6%[56.1 µM] | -8.2% | -1.9%
COc1cc(C(=O)N2CCCN(c3nc4cc(C)ccc4cc3C#N)CC2)cc(OC)c1OC | 0.0% | 20.6µM* | u
COc1ccc(N(C(=O)c2cnccn2)C(C(=O)NC2CCCCC2)c2ccc(Cl)cc2)cc1 (stereo not drawn) | x | -0.3% | -3.2%
OC(CC#CCN1CCOCC1)(c1ccccc1)c1ccccc1 | x | 9.5% | -6.8%
CC(C)(C)C1CCC(OCC(O)CN2CCN(c3ccccn3)CC2)CC1 (stereo not drawn) | 4.9% | u | u
O=C(O)Cn1c(=O)n(Cc2ccccc2)c2ccccc21 | x | -12.6% | 1.5%
COc1ccc(C(=O)NCC(=O)OCc2ccc(F)cc2)cc1 | 2.7% | 2.1% | 0.8%
O=C1c2cccnc2C(Nc2ccc(F)c(Cl)c2)N1Cc1cccs1 (stereo not drawn) | -5.3% | -11.9% | 22.3%
CC(C)OC(=O)CSc1nnc(COc2ccc([N+](=O)[O-])cc2)n1C | 0.0% | 0.1% | 4.5%
Cc1cc(C)cc(NC(=O)CN2CCCN(S(=O)(=O)c3ccc(Br)s3)CC2)c1 | 5.9% | u | u
C[C@@H]1CN([C@H](C)CO)C(=O)CCCn2nncc2CO[C@H]1CN(C)Cc1ccc(-c2ccccc2)cc1 | x | u | u
CCOc1ccc(C(=O)N2CCN(CCc3ccccc3)CC2)cc1OCC | x | -22.0% | u
COc1cc([C@H]2[C@@H]3CCCC[C@]3(O)CCN2CC(=O)Nc2ccc(C)cc2)ccc1O | 5.1% | 2.1% | -23.5%
Cc1cc(C)n(-c2ccc(C(=O)Nc3cccc(S(=O)(=O)N(C)C)c3)cc2)n1 | 1.9% | 1.84µM* | 1.64µM*
Cc1ccccc1Oc1cc(NC(=O)Cn2cnc([N+](=O)[O-])c2)cc([N+](=O)[O-])c1 | 3.5% | 16.4µM* | u
Cc1ccc(OC(C)C(=O)Nc2ccc(S(=O)(=O)N3CCOCC3)cc2)cc1 (stereo not drawn) | 0.3% | u | -14.3%
O=C(O)C1CC=CCC1C(=O)Nc1ccccc1C(=O)N1CCN(c2ccc(Cl)cc2)CC1 (stereo not drawn) | -1.2% | 0.7% | -21.7%
Additional records.
SMILES | TDP1 inh | TDP1 cell CPT | TDP1 cell noCPT
CC(=O)Nc1ccc(NC(=O)C2CCCN2C(=O)Nc2cccc(F)c2)cc1 (stereo not drawn) | x | -6.6% | 1.9%
CCOC(=O)N1CCN(C(=O)COc2cccc3c2CCN(Cc2cccc(C)c2)C3=O)CC1 | -4.4% | 23.1µM* | 14.6µM*
COc1cc(C(=O)NCc2cccc3ccccc23)cc(Cl)c1OC | 0.0% | -7.1% | -16.2%
Cc1ccc(NC(=O)CSc2n[nH]c(-c3ccccn3)n2)cc1 | -0.1% | 5.8µM* | -79.4%
COc1cc(CNS(=O)(=O)CCl)cc(OC)c1OC | -0.1% | 3.4%&6.2% | 4.4%&1.4%
COc1ccc(C2c3c(c(C)c(C)oc3=O)Oc3c(C)c(C)oc(=O)c32)cc1 | 2.5% | 1.1% | -3.4%
O=C(Nc1ccc(N2CCOCC2)c(F)c1)c1cccs1 | 1.6% | -9.0% | -4.1%
COc1ccc(S(=O)(=O)n2ccnc2)c2cccnc12 | 4.4% | -8.2% | 1.1%
C=CCn1c(C)cc(C(=O)COC(=O)[C@@H](NC(=O)c2ccccc2Cl)C(C)C)c1C | 0.6% | u | u
CCOc1ccc(C(C)=O)cc1COC(=O)c1ccccc1C(=O)N(C)Cc1ccccc1 | 5.4% | 18.4µM* | 7.31µM*
CCN(CC)C(=O)c1[nH]cnc1C(=O)N[C@@H](Cc1ccccc1)C(=O)OC(C)(C)C | x | u | u
CN(Cc1ccc(F)cc1)C(=O)c1cccc(OC2CCN(C3CCCC3)CC2)c1 | 0.0% | -21.0% | 0.9%
C[C@H]1CN([C@@H](C)CO)S(=O)(=O)c2ccc(Br)cc2O[C@@H]1CN(C)C(=O)C1CCOCC1 | x | -16.0% | u
Cc1ccc2c(C)nc(Nc3nc(CSc4nnc(C)s4)cc(=O)[nH]3)nc2c1 | 5.2% | 11.2µM* | 20µM*
O=C(c1ccccc1)c1cccs1 | 2.3% | -7.5% | -1.8%
O=C(OCc1c(-c2ccccc2)ncc2ccccc12)c1ccco1 | 0.3% | u | -28.3%
COc1cccc(NC(=O)C2CCCN(c3nnc(-n4c(C)ccc4C)s3)C2)c1 (stereo not drawn) | 2.5% | 18.4µM* | 13µM*
CCCNC(=O)c1cc(-c2ccco2)on1 | 1.0%[56.1 µM] | 9.2µM* | 9.2µM*
Cc1n[nH]c(=S)n(/N=C/c2cccc([N+](=O)[O-])c2)c1=O | 2.4% | 15.4% | -9.7%
O=C(CN1CCCCCC1)NN(Cc1ccccc1)c1ccccc1 | u | u | u
O=c1oc2ccccc2c2c1ncn2C1CCCCC1 | 3.3% | u | -29.8%
COC(=O)CCC(=O)Nc1ccc(NC(=O)CCC(=O)OC)cc1 | 4.1% | -13.9% | -8.0%
Cc1ccc(C(=O)CSc2nnnn2Cc2ccccc2)cc1C | -1.9% | 1.2% | -22.4%
N#CCSc1nnc(N)s1 | 4.7% | 6.5% | -1.0%
COc1ccc(Cl)cc1NC(=O)CC1S/C(=N/N=C2CCCCCC2)NC1=O (stereo not drawn) | 1.2% | u | u
The list continues.
SMILES | TDP1 inh | TDP1 cell CPT | TDP1 cell noCPT
Cc1cccc(CC(=O)Nc2ccon2)c1 | x | 1.0% | 4.9%
O=C(c1cnn2ccccc12)N1CCCc2ccccc21 | 2.6% | u | u
COC(=O)c1ccc(NC(=S)N2CCN(Cc3ccccc3)CC2)cc1 | 8.0% | -19.7% | -4.7%
Cc1ccc(Nc2n[nH]c(C)c2[N+](=O)[O-])c(C)c1 | 5.1% | -11.5% | -3.0%
CC(=O)Nc1cc(-c2cccc(NS(C)(=O)=O)c2)cn2c(-c3cccc(C(F)(F)F)c3)cnc12 | x | 18.4µM* | 18.4µM*
CCOC(=O)c1c(Nc2cccc(O)c2)nnc(-c2ccccc2)c1-c1ccccc1 | x | u | 23.1µM*
O=C(NCCCN1CCCCCC1)C(c1ccccc1)C1CCCCC1 (stereo not drawn) | u | u | 16.4µM*
COc1ccc(NC(=O)CSc2nnc(-c3cc(C)[nH]n3)n2N)cc1 | 0.5% | 1.1% | 26.3%
O=C(Nc1ccc(CN2CCOCC2)cc1)c1ccco1 | 2.5% | -5.0% | -26.1%
O=C(Nc1ccc(S(=O)(=O)Nc2ccccn2)cc1)C(F)(F)F | -5.4% | 2.0% | -13.0%
C/C=C1\NC(=O)[C@H]2CSSCC/C=C/[C@H](CC(=O)N[C@H](C(C)C)C(=O)N2)OC(=O)C(C(C)C)NC1=O (stereo partly drawn) | x | 0.0015µM* | 0.0013µM*

Rewritten field by field: four of the compounds above
CC(Oc1ccc(F)cc1)C(=O)Nc1cc(-c2ccc(F)c(F)c2)no1 (stereo not drawn)
  TDP1 inh: -5.7% | TDP1 cell CPT: u | TDP1 cell noCPT: -21.2%
C[N+]1(C)C2CCC1CC(OC(=O)C(O)c1ccccc1)C2 (stereo not drawn)
  TDP1 inh: -9.6%[56.1 µM] | TDP1 cell CPT: -8.2% | TDP1 cell noCPT: -1.9%
COc1cc(C(=O)N2CCCN(c3nc4cc(C)ccc4cc3C#N)CC2)cc(OC)c1OC
  TDP1 inh: 0.0% | TDP1 cell CPT: 20.6µM* | TDP1 cell noCPT: u
COc1ccc(N(C(=O)c2cnccn2)C(C(=O)NC2CCCCC2)c2ccc(Cl)cc2)cc1 (stereo not drawn)
  TDP1 inh: x | TDP1 cell CPT: -0.3% | TDP1 cell noCPT: -3.2%
